# TRb SRC2 PPI: inhibitors of human thyroid hormone receptor beta-SRC2 interaction; P10828; TRbeta-SRC2 peptide binding, fluorescence polarization; receptor liganded with 1 µM T3; Potency, µM (doses to about 106 µM), inactives show at the top dose activity change, negative = inhibition, most hits filed as inhibitors; 0.065% of 280,000 active; AID 1469;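 also: plate controls were bound peptide for no effect and peptide without receptor for full effect; nearly all actives have a fitted effect of over 50% in size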
#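 Decrease in fluorescence polarization of 20 nM Texas Red SRC2 coactivator peptide flagged inhibition of its binding to 0.6 uM TRb LBD; 1 uM T3 included, incubation 5 hr, ex 555/em 632 nm.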
# Tau fluor counter: counter-screen for tau fibril formation inhibitors; Potency, µM (titrated, usually from 57.7 µM), inactives show top-dose activity change, negative = decrease; tau K18 P301L Alexa594 fluorescence, heparin fibrillization; 0.93% of 280,000 active; also: nearly all actives have a fitted effect of over 55% in size
#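 Human K18 P301L tau (15 uM unlabeled plus 0.24 uM Alexa 594-labeled, final) in 100 mM sodium acetate pH 7 was mixed with compound and 20 uM heparin and incubated 6 hr at 37 C.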
# GLA spleen mod: inhibitors or activators of human alpha-galactosidase in spleen homogenate; 0.008% of 240,000 active; Potency, µM (titrated, usually from 80 µM), for the others: at the top dose activity change, negative = inhibition, most hits filed as inhibitors; human spleen homogenate, 4MU-alpha-Gal fluorescence, 40 min; AID 2107;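 also: 0% = enzyme with vehicle and -100% = no enzyme basal signal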
#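 Inhibition or activation of alpha-galactosidase in human spleen homogenate is scored by 4-MU fluorescence after 40 min at 37C, pH 5.0, with 1 mM substrate. AC50s come from concentration-response fitted to the Hill equation.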
# Tau FP inhib: tau fibrillization inhibition (FP). K18 P301L tau heparin fibrillization, Alexa594 FP, 6 h. AID 1468. 0.39% of 280,000 active. Potency, µM (doses to about 57.7 µM), inactives show at the top dose activity, negative = inhibition, hits mostly inhibitors; also: nearly all actives have a fitted effect of over 55% in size
# Target sequence (P10636 561-689 P618L limits assumed): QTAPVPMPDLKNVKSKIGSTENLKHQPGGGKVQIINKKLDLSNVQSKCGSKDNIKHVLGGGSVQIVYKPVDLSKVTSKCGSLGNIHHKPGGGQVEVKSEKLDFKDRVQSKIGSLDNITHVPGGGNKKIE
#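 K18 P301L tau (15 uM unlabeled/0.24 uM Alexa 594-labeled, final) + compound + heparin 20 uM final; 100 mM NaOAc pH 7; 6 hr 37 C; ThT 30 uM final added, 1 hr RT; FP ex 555/em 632 nm.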
# ALDH1A1 block: blocks purified human ALDH1A1 activity. P00352. Purified ALDH1A1, NADH fluorescence, propionaldehyde substrate. Potency, µM (doses to about 75.3 µM), inactives show at the highest dose activity, negative = inhibition, usual class: inhibitors. 7.3% of 220,000 active; active = well fitted inhibition curve with a large enough effect, not every such curve was filed as active; inconclusive = small, poorly fitted or top-dose-only effect, or another doubt; inactive = no such curve, though single readings can be large or run the other way;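 also: plate controls were no enzyme wells and a reference inhibitor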
# Tau fibril ThT: blocks human tau fibril formation measured by thioflavin T; P10636; recombinant tau K18 P301L (four-repeat tau fragment), heparin-induced fibrillization, ThT fluorescence; Potency, µM (series often up to 57.4 µM), without a hit: at the highest dose activity, negative = inhibition, usual class: inhibitors; 2.1% of 270,000 active; AID 1460; also: nearly all actives have a fitted effect of over 55% in size
#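 K18 P301L tau (15 uM + 0.24 uM Alexa 594-tagged), heparin 20 uM, NaOAc pH 7, 6 h 37 C; ThT 30 uM, 1 h RT, ex 450/em 510 nm.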
# TexasRed fluor: alters Texas Red total fluorescence, flagging assay interference. Potency, µM (highest dose often 106 µM), for the others: at the top dose fluorescence change, negative = quenching. AID 1479. 0.29% of 280,000 active. TRb/SRC2 Texas Red total fluorescence interference; active = well fitted curve in either direction with a large enough effect; inconclusive = small, poorly fitted or top-dose-only effect
#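 Human TRb ligand-binding domain at 0.6 uM with 20 nM Texas Red SRC2 peptide in Tris buffer containing 1 uM T3 and 5% DMSO, incubated with compound 5 h at ambient temperature. Total fluorescence (555/632 nm) calculated as parallel + 2 × perpendicular.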
# L3MBTL1 inh: blocks human L3MBTL1; Q9Y468; AlphaScreen L3MBTL1–H3K9me1 peptide binding; Potency, µM (top dose mostly 57.1 µM), for the others: at the top dose activity, negative = inhibition, actives largely listed as inhibitors; 0.66% of 230,000 active; AID 485360; also: nearly all actives have a fitted effect of over 60% in size
# Target sequence (Q9Y468 whole entry, looked up): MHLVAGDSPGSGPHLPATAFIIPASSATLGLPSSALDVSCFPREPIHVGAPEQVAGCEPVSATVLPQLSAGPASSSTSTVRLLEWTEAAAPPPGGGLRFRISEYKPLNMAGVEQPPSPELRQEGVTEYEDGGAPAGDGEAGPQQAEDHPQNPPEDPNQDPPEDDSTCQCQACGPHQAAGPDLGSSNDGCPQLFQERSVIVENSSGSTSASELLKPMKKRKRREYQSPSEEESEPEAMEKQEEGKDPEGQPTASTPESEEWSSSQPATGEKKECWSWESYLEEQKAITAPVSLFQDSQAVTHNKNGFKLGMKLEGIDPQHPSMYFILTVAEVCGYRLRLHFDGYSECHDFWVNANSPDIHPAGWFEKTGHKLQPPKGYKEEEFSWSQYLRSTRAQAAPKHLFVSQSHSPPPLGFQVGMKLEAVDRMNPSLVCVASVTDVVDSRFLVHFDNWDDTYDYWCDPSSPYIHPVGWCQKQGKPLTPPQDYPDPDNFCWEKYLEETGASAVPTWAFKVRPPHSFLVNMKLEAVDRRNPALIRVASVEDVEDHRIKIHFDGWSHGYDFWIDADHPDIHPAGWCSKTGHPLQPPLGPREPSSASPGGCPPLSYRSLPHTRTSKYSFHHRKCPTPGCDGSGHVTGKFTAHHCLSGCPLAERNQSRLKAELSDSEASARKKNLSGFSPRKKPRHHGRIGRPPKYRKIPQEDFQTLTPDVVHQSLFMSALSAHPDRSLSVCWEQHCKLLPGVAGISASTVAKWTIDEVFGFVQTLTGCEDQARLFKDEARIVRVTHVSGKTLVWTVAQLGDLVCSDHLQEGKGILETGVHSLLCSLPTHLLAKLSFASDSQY
#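 AlphaScreen assay: L3MBTL1 (50 nM final) was preincubated 30 min at room temperature with biotinylated H3(1-15)K9me1 peptide (75 nM final), then 30 min with library compounds; streptavidin donor and nickel chelate acceptor beads (10 ug/mL final) added, 30 min dark.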
# An asterisk follows results filed as active; ? = inconclusive; . = no result given; & = joins results of further samples; [ ] = remark or other dose. Unless noted, calls follow the shape of the dose curve; as a rule, active = well fitted curve in the direction sought with a large enough effect; inconclusive = small, poorly fitted or top-dose-only effect, or another doubt; inactive = no such curve, though single readings can be large; an effect the other way counts as inactive or inconclusive. Unless noted, % is scaled to controls: 0 for no effect and ±100 for the full control effect; potency is read from the fitted curve at half-maximal effect.
SMILES,TRb SRC2 PPI,Tau fluor counter,GLA spleen mod,Tau FP inhib,ALDH1A1 block,Tau fibril ThT,TexasRed fluor,L3MBTL1 inh
COc1cc(C(=O)O/N=C(\N)c2cccc([N+](=O)[O-])c2)cc(OC)c1OC,-2.4%,-14.2%,-0.1%,-10.3%,.,.,0.4%,.
Cc1nnc(SCC(=O)Nc2ccc(S(=O)(=O)N3CCCC3)cc2)n1N,-3.5%,-10.1%,-1.3%,2.6%,?,-2.6%,-3.6%,.
O=C1NN(c2ccccc2)C(=O)/C1=C\c1cccn1-c1ccc(Cl)c([N+](=O)[O-])c1,1.2%,-17.9%,0.9%,10.8%,-13.6%,?,0.0%,.
CCOC(=O)C1C(=O)NC(c2ccccc2)=NC1c1ccc(F)cc1 (centres undefined),1.8%,-2.1%,-2.4%,-2.8%,-9.3%,0.3%,-4.5%,-0.2%
Cc1cccc(N2CCN(c3cc(C)nc4nnnn34)CC2C)c1 (centres undefined),-2.4%,-8.7%,-3.9%,2.8%,-12.4%,?,-7.4%,3.7%
Cc1nn(CC(=O)NC2CCC(C)CC2)c(=O)c2c1sc1ccccc12 (centres undefined),-0.7%,-1.9%,.,4.9%,.,-2.4%,-1.2%,.
O=C(c1ccco1)N1CCN(C(=O)N2CCCCC2)CC1,-7.0%,-2.2%,3.9%,-5.2%,?,-1.5%,-2.3%,0.8%
Fc1ccc(CNC(=S)NC2CCCCC2)cc1,2.4%,-4.0%,-6.8%,-2.3%,3.5%,2.6%,-4.8%,-1.6%[11.4 µM]
COC(=O)c1nn(-c2cccc(C(F)(F)F)c2)c(=O)cc1Sc1ccccn1,-7.2%,-7.7%,-10.1%,-3.7%,12.4%,-5.9%,-2.7%,-6.7%
O=C(C1CCN(S(=O)(=O)N2CCOCC2)CC1)N1CCc2ccccc21,-2.6%,-1.3%,5.1%,5.3%,-9.1%,-7.9%,-5.6%,0.7%
O=C(C1CC1)N(CCc1ccccc1)Cc1nc2ccccc2c(=O)[nH]1,-0.4%,-3.6%,8.2%,-2.3%,-3.9%,-5.4%,1.8%,.
O=C(COc1ccccc1)NCC(c1ccc(Cl)cc1)N1CCCCC1 (centres undefined),-1.6%,-19.6%,.,-3.3%,.,-9.8%,6.4%,.
CCCCCCCOC(=O)C[N+](C)(C)CCOC1CC2CCC1(C)C2(C)C (centres undefined),-2.1%,1.9%,6.1%,-0.4%,-7.7%,?,-23.4%,23.6%
COC(=O)Cn1c(CCS(=O)(=O)c2ccc(Cl)cc2)nc2ccccc21,-2.1%,-8.3%,3.2%,-0.7%,10.3%,-9.6%,0.0%,.
CCc1nnc(NC(=O)CSc2nnc(CNc3cccc(Cl)c3)n2CC)s1,6.5%,-6.3%,6.1%,0.3%,-2.3%,-3.1%,-2.0%,.
COC(=O)c1ccccc1NC(=O)CN1C(=O)C2CCCN2c2ncc(Cl)cc21 (centres undefined),5.9%,-15.7%,-0.2%,-1.6%,?,-10.5%,7.6%,-2.5%
COc1cccc2cc(C(=O)C3=C(O)C(=O)N(CCN(C)C)C3c3ccc(Cl)cc3)oc12 (centres undefined),-2.4%,-5.3%,-4.6%,5.9%,.,-12.4%,7.3%,-18.1%
CC(NCc1ccc(S(N)(=O)=O)cc1)C(=O)Nc1cccc(Cl)c1 (centres undefined),-0.3%,-5.1%,-0.2%,-11.9%,.,5.7%,-0.9%,-4.6%
Cc1cccc(C)c1NC(=O)CCCSc1nnc(-c2ccc(F)cc2)n1-c1ccccc1,-2.2%,0.2%,0.8%,-3.4%,-4.6%,-15.4%,0.3%,-8.7%
CCOc1cc(C2Sc3ccccc3NC3=C2C(=O)c2ccccc23)ccc1O (centres undefined),-7.2%,10µM*[quencher],.,?,.,10µM*,-2.5%,.
COc1cc2c(c(OC)c1O)C(=O)CO2,5.1%,-16.6%,2.6%,7.2%,.,.,-1.9%,.
CCC(CC)C(=O)N1CCc2cc(OC)c(OC)cc2C1COc1ccc(C(=O)OC)cc1 (centres undefined),5.4%,-8.4%,.,1.1%,.,-10.8%,-2.6%,.
CC1CCCC(C)N1C(=O)Cn1cc(/C=C2/C(=O)Nc3ccccc32)c2ccccc21 (centres undefined),5.8%,?,-0.2%,13.7%,-11.7%,14.1µM*,-5.1%,.
Cc1ccc(NC(=O)/C(=C/c2cccs2)NC(=O)c2ccco2)c(C)c1,-0.4%,-4.2%,5.8%,-11.1%,-7.3%,-1.5%,-2.4%,7.4%
C/C(=N\NC(=O)COc1ccccc1-c1ccccc1)c1ccc(O)cc1O,1.3%,?,-3.0%,-4.9%,.,-5.9%,0.5%,.

# (next part)
SMILES,TRb SRC2 PPI,Tau fluor counter,GLA spleen mod,Tau FP inhib,ALDH1A1 block,Tau fibril ThT,TexasRed fluor,L3MBTL1 inh
OCCNc1c2ccccc2nc2c(F)c(F)c(F)c(F)c12,-0.6%,?,16.9%,-19.2%,2.7%,?,-4.4%,6.9%
CCCCn1nnc(NC(=S)NC(=O)c2cccs2)n1,0.3%,-5.9%,2.1%,-0.9%,20µM*,-5.4%,-1.7%,14.6%
O=C(NNc1nc2cc3c(cc2s1)OCO3)c1cccc(F)c1,8.7%,?,-3.1%,1.6%,?,?,-1.3%,-14.2%
CC(Sc1ccsc1[N+](=O)[O-])C(=O)NCCc1ccc(Cl)cc1 (centres undefined),-6.8%,?,-15.5%,?,3.16µM*,?,-2.8%,.
CCOC(=O)c1sc(NC(=O)/C=C/c2ccc(C(C)C)cc2)c(C(=O)OCC)c1C,-3.3%,3.1%,.,-8.2%,.,-1.6%,-16.0%,.
Cc1cc(C(=O)N/N=C/C=C/c2ccccc2)c(C)o1,-3.0%,1.4%,-10.9%,0.7%,4.0%,?,-2.0%,-9.2%
c1ccc2c(c1)C(=Nn1cnnc1)c1ccccc1-2,-5.0%,6.5%,0.4%,6.2%,?,-8.9%,-1.2%,14.9%[11.4 µM]
Cc1cc(C(=O)NCc2cccs2)nn1C,8.4%,-1.4%,2.8%,3.7%,.,-4.2%,-3.7%,8.0%
O=C(CCn1c(=O)sc2ccccc21)NCc1ccco1,-3.7%,-4.9%,7.8%,3.1%,-8.4%,-8.9%,-0.3%,-1.3%
CN(C(=S)Nc1ccc(F)cc1)C1(c2ccccc2Cl)CCCCC1=O (centres undefined),2.1%,-11.7%,-6.3%,-9.5%,-4.4%,-11.7%,0.9%,0.9%
OCn1ncn(-c2ccccc2)c1=S,-8.7%,-12.8%,-10.9%,-7.0%,?,-18.1%,-0.1%,.
COc1ccc(C(=O)NCCc2nnc(SCC(=O)Nc3ccccc3F)n2C)cc1,4.2%,-7.2%,1.4%,-3.9%,?,-6.2%,-2.6%,-4.1%
COC(=O)C1CCN(C(=O)CCC2CCCCC2)CC1,-4.0%,-3.8%,-7.6%,4.5%,?,-5.8%,-1.8%,.
CCOC(=O)C(CCCCOc1cccc(CC)c1)C(=O)OCC,0.8%,-0.3%,7.7%,7.4%,6.0%,-3.7%,-1.2%,109.3%[activator]
CCOC(=O)CNC(=O)c1cc(C)oc1C,1.3%,-24.2%,-3.5%,?,0.0631µM*,?,1.3%,.
COc1cc(/C=C2/C(=O)NN(c3cccc(C)c3)C2=O)cc([N+](=O)[O-])c1O,-3.2%,-17.5%,-7.9%,-0.4%,?,14.1µM*,-9.2%,?
Cn1ncc(N=Cc2ccc([N+](=O)[O-])cc2)c1C(=O)N1CCOCC1,-1.1%,-7.7%,-5.7%,4.7%,?,?,0.4%,.
CCOC(=O)c1sc(NC(=O)c2cccnc2)nc1C,2.8%,-2.4%,8.3%,-6.5%,-11.6%,-8.8%,2.0%,.
Cn1c(NCc2cccc(Br)c2)nc2ccccc21,-11.4%,-7.9%,6.2%,7.8%,-2.0%,-13.7%,0.3%,-5.6%
CCc1nnc(NC(=O)c2ccc(S(=O)(=O)N3CCCc4ccccc43)cc2)o1,0.6%,-19.9%,-1.2%,-7.2%,6.5%,-16.4%,-2.9%,.
O=C(CC1C(=O)NCCN1C/C=C/c1ccccc1)NCCCC1CCCC1 (centres undefined),1.3%[53 µM],-2.7%,-2.5%,-4.0%,?,5.4%,2.0%[53 µM],-12.7%
CCOC(=O)c1cnc(-n2nc(C)cc2C)nc1Nc1ccc(C)cc1,-8.8%,-1.8%,0.6%,8.1%,0.5%,-3.8%,-1.3%,-4.6%
CC(=O)Nc1ccc(NC(=O)c2ccccc2C)cc1,-10.2%,-2.9%,9.7%,4.5%,-5.7%,-8.4%,-0.4%,.
CCCc1nc2ccccc2c(C(=O)OCC(=O)Nc2ccc(S(=O)(=O)N3CCOCC3)cc2)c1CC,1.2%,?,-3.0%,?,-0.3%,0.4%,0.8%,.
O=C(CCn1cnnn1)Nc1ccc(F)cc1,4.3%&-7.7%,3.9%&2.1%,-4.8%,7.3%&2.4%,5.6%,4.3%&1.5%,1.0%&-7.1%,10.6%
CSCC[C@H](NC(=O)OC(C)(C)C)c1nnc(SCC(=O)Nc2c(C)cccc2C)o1,8.9%,-1.6%,9.7%,-2.3%,4.3%,-9.5%,-0.4%,7.7%
CC(C)c1ccccc1NC(=O)CC1(CC(=O)O)CCCC1,-0.8%,2.2%,9.0%,-0.1%,.,-1.0%,-2.8%,12.9%

# Gathered by group: the compounds so far containing two or more sulfur atoms
SMILES,TRb SRC2 PPI,Tau fluor counter,GLA spleen mod,Tau FP inhib,ALDH1A1 block,Tau fibril ThT,TexasRed fluor,L3MBTL1 inh
Cc1nnc(SCC(=O)Nc2ccc(S(=O)(=O)N3CCCC3)cc2)n1N,-3.5%,-10.1%,-1.3%,2.6%,?,-2.6%,-3.6%,.
CCc1nnc(NC(=O)CSc2nnc(CNc3cccc(Cl)c3)n2CC)s1,6.5%,-6.3%,6.1%,0.3%,-2.3%,-3.1%,-2.0%,.
CCCCn1nnc(NC(=S)NC(=O)c2cccs2)n1,0.3%,-5.9%,2.1%,-0.9%,20µM*,-5.4%,-1.7%,14.6%
CC(Sc1ccsc1[N+](=O)[O-])C(=O)NCCc1ccc(Cl)cc1 (centres undefined),-6.8%,?,-15.5%,?,3.16µM*,?,-2.8%,.
CSCC[C@H](NC(=O)OC(C)(C)C)c1nnc(SCC(=O)Nc2c(C)cccc2C)o1,8.9%,-1.6%,9.7%,-2.3%,4.3%,-9.5%,-0.4%,7.7%
